LYP phosphatase: LYP phosphatase inhibitors, primary screen, biochemical, DiFMUP fluorescence, recombinant catalytic domain, 10 µM (AID 606). recombinant LYP catalytic domain, DiFMUP fluorescence; higher % means a stronger effect. inhibition, % at 10 µM, or IC50 in µM where a hit was titrated. 52,000 tested, under 10 active;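 active = IC50 under 40 µM in the dose-response test; inactive = IC50 of 40 µM or more, or never dose-tested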
Spn DPM-DC inh: inhibitors of Streptococcus pneumoniae diphosphomevalonate decarboxylase; AID 556; purified DPM-DC, PK/LDH coupled NADH fluorescence; 0.49% of 65,000 active; calls only at 10 µM;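 active = the 320 compounds with the highest percent inhibition in the single-dose primary screen, excluding strongly autofluorescent ones, cut at about 32% in these data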;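 note: kinetic rate of NADH fluorescence loss reporting ADP formed by the decarboxylase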
Spn MK inh: inhibitors of Streptococcus pneumoniae mevalonate kinase | purified MK, PK/LDH-coupled NADH absorbance 340 nm | inhibition, % at 10 µM | 0.48% of 65,000 active | AID 555;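 active = ranked among the strongest by inhibition in the single 10 µM screen, a fixed top-ranked set picked for dose follow-up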; note: no value below 0 was filed
PMK inhibit: S. pneumoniae PMK inhibition; purified PMK, PK/LDH-coupled NADH absorbance 340 nm; inhibition, % at 10 µM; 0.49% of 65,000 active; AID 539;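 active = top-ranked compounds by inhibition in the single 10 µM screen, taking a fixed number of the strongest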;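 note: 0% = full reaction with DMSO carrier and 100% = background rate without enzyme reaction; no value below 0 was filed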
Alkaline phosphatase: inhibition of tissue-nonspecific alkaline phosphatase – biochemical, luminescent (AID 518); purified TNAP enzyme, luminescent substrate readout; higher % means a stronger effect; inhibition, % at 20 µM; hits with a dose series show IC50 in µM; 0.09% of 64,000 active; in the data active = a potency from the dose series; inactive = the rest, 99 in 100 with inhibition below about 22%;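 note: plate controls were vehicle for no effect and reference inhibitor for full effect; many of its hits are not listed in these tables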
HT1080 viability: HT1080 cell viability loss – fluorescence readout (AID 620); HT1080 viability, fluorescence; higher % means a stronger effect; one-dose cytotoxicity, % at 10 µM; EC50 in µM for titrated hits; 0.42% of 87,000 active; in the data active = cytotoxicity above about 50%;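 note: cells exposed to compound overnight then 4 h with Alamar Blue; 0% = vehicle DMSO and 100% = killing control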
Bfl-1 displacement: displacement of Bid BH3 peptide from Bfl-1 – biochemical, fluorescence polarization, FITC-Bid, mouse, primary screen (AID 432); FITC-Bid BH3 peptide fluorescence polarization displacement; higher % means a stronger effect; one-dose displacement, % at 20 µM; IC50 in µM for titrated hits; 0.02% of 64,000 active; in the data active = a potency from the dose series; inactive = the rest, 99 in 100 with displacement below about 15%; note: strong numbers were not always called active
* hit, by the source's call; i = inactive; . = no result given. The list is partial. The share of hits here may be higher or lower than overall.

Under each structure: LYP phosphatase	Spn DPM-DC inh	Spn MK inh	PMK inhibit	Alkaline phosphatase	HT1080 viability	Bfl-1 displacement
O=C(CN1CCN(c2ncccn2)CC1)N1CCCc2c1c(=O)oc1ccc(O)cc21
    .	.	.	.	.	1%	.
CCOC(=O)c1cnc(SCC(=O)Nc2ccccc2C(=O)OC)nc1N
    .	.	.	.	.	2%	.
Cc1n[nH]c(C)c1S(=O)(=O)N1CCCC(C(=O)NCc2ccccc2Cl)C1 (stereo not drawn)
    .	.	.	.	.	-2%	.
CC(C)NC(=O)CSCc1cccc(Br)c1
    .	.	.	.	.	-1%	.
Cc1cccn2c(=O)c(/C=N/O)c(N3CCCC3)nc12
    .	.	.	.	.	-2%	.
Cc1ccc(C)c(S(=O)(=O)NCc2ccncc2)c1
    .	.	.	.	.	4%	.
CCCCCCCC(=O)NNC(=O)CCC(=O)O
    .	.	.	.	.	-5%	.
CC1CCN(c2nc(-c3ccccc3O)nc3ccccc23)CC1
    .	.	.	.	.	-2%	.
CCC(=O)N1CCN(c2ccc(NC(=O)c3cccs3)cc2)CC1
    .	.	.	.	.	18%	.
CCCCCCCC(=O)OC(CN1CCCCC1)CN1CCCC1=O (stereo not drawn)
    .	.	.	.	.	-2%	.
CCOc1ccc(OCCSc2nc3ccccc3c(=O)[nH]2)cc1
    .	.	.	.	.	0%	.
O=C(Cn1cc(C(=O)C2CC2)c2ccccc21)NC1CCCC1
    .	.	.	.	.	-10%	.
Cc1nn(C)cc1C(C(=O)NC1CCCCC1)N(C(=O)Cn1nnc2ccccc21)c1ccc(F)cc1 (stereo not drawn)
    .	.	.	.	.	7%	.
CCC(=O)Nc1ccc2c(c1)ncn2-c1ccccc1
    .	.	.	.	.	15%	.
CSc1ccc(S(=O)(=O)NCc2ccc(C)cc2)cc1
    .	.	.	.	.	17%	.

No new results follow: 2 of the compounds above.
Under each structure: LYP phosphatase	Spn DPM-DC inh	Spn MK inh	PMK inhibit	Alkaline phosphatase	HT1080 viability	Bfl-1 displacement
CCC(=O)Nc1ccc2c(c1)ncn2-c1ccccc1
    .	.	.	.	.	15%	.
CSc1ccc(S(=O)(=O)NCc2ccc(C)cc2)cc1
    .	.	.	.	.	17%	.

The list goes on:
Under each structure: LYP phosphatase	Spn DPM-DC inh	Spn MK inh	PMK inhibit	Alkaline phosphatase	HT1080 viability	Bfl-1 displacement
COc1ccc(N2CCC(CNC(=O)Nc3ccccc3)C2)cc1 (stereo not drawn)
    .	.	.	.	.	-6%	.
CCOc1ccc2nc(NC(=O)C3CCCN(S(=O)(=O)c4cccc5nonc45)C3)sc2c1 (stereo not drawn)
    .	.	.	.	.	2%	.
CCC(=O)N1CCN(c2nc(-c3ccc(Cl)cc3)cs2)CC1
    .	.	.	.	.	22%	.
CCSc1ccccc1C(=O)NCc1ccc(OC)cc1
    .	.	.	.	.	6%	.
OCCNc1nc(N2CCCC2)nc(N2CCCC2)n1
    .	.	.	.	.	-6%	.
CCc1ccc(NC(=O)CCc2nc3cccnc3n2Cc2ccc(OC)cc2)cc1
    .	.	.	.	.	8%	.
Cc1ccc(OCc2nc(-c3ccccn3)n[nH]2)cc1
    .	.	.	.	.	1%	.
CCOC(=O)c1sc(=S)n(CC)c1NC(=O)CC
    .	.	.	.	.	-5%	.
Cc1ccc(-c2cc(N)n(-c3ccccc3)n2)cc1
    .	.	.	.	.	-6%	.
COc1ccc(Cc2nnc(N)s2)cc1OC
    .	.	.	.	.	0%	.
N#Cc1c(/N=C/c2ccccc2)oc(-c2ccccc2)c1-c1ccccc1
    .	.	.	.	.	5%	.
O=c1ccccn1Cc1c(Cl)cccc1Cl
    .	.	.	.	.	-4%	.
Cc1csc(-c2cnn(-c3ccccc3)c2NC(=O)c2cccc(F)c2)n1
    .	.	.	.	.	-3%	.
Cc1ccc(NC2SC(=O)N(CC(=O)O)C2=O)cc1 (stereo not drawn)
    .	.	.	.	.	25%	.
CCCS(=O)(=O)N1CCN(CC2CC=CCC2)CC1 (stereo not drawn)
    .	.	.	.	.	5%	.

23 of the compounds above, comma-delimited:
molecule,LYP phosphatase,Spn DPM-DC inh,Spn MK inh,PMK inhibit,Alkaline phosphatase,HT1080 viability,Bfl-1 displacement
CC1CCN(c2nc(-c3ccccc3O)nc3ccccc23)CC1,.,.,.,.,.,-2%,.
CCC(=O)N1CCN(c2ccc(NC(=O)c3cccs3)cc2)CC1,.,.,.,.,.,18%,.
CCCCCCCC(=O)OC(CN1CCCCC1)CN1CCCC1=O (stereo not drawn),.,.,.,.,.,-2%,.
CCOc1ccc(OCCSc2nc3ccccc3c(=O)[nH]2)cc1,.,.,.,.,.,0%,.
O=C(Cn1cc(C(=O)C2CC2)c2ccccc21)NC1CCCC1,.,.,.,.,.,-10%,.
Cc1nn(C)cc1C(C(=O)NC1CCCCC1)N(C(=O)Cn1nnc2ccccc21)c1ccc(F)cc1 (stereo not drawn),.,.,.,.,.,7%,.
CCC(=O)Nc1ccc2c(c1)ncn2-c1ccccc1,.,.,.,.,.,15%,.
CSc1ccc(S(=O)(=O)NCc2ccc(C)cc2)cc1,.,.,.,.,.,17%,.
COc1ccc(N2CCC(CNC(=O)Nc3ccccc3)C2)cc1 (stereo not drawn),.,.,.,.,.,-6%,.
CCOc1ccc2nc(NC(=O)C3CCCN(S(=O)(=O)c4cccc5nonc45)C3)sc2c1 (stereo not drawn),.,.,.,.,.,2%,.
CCC(=O)N1CCN(c2nc(-c3ccc(Cl)cc3)cs2)CC1,.,.,.,.,.,22%,.
CCSc1ccccc1C(=O)NCc1ccc(OC)cc1,.,.,.,.,.,6%,.
OCCNc1nc(N2CCCC2)nc(N2CCCC2)n1,.,.,.,.,.,-6%,.
CCc1ccc(NC(=O)CCc2nc3cccnc3n2Cc2ccc(OC)cc2)cc1,.,.,.,.,.,8%,.
Cc1ccc(OCc2nc(-c3ccccn3)n[nH]2)cc1,.,.,.,.,.,1%,.
CCOC(=O)c1sc(=S)n(CC)c1NC(=O)CC,.,.,.,.,.,-5%,.
Cc1ccc(-c2cc(N)n(-c3ccccc3)n2)cc1,.,.,.,.,.,-6%,.
COc1ccc(Cc2nnc(N)s2)cc1OC,.,.,.,.,.,0%,.
N#Cc1c(/N=C/c2ccccc2)oc(-c2ccccc2)c1-c1ccccc1,.,.,.,.,.,5%,.
O=c1ccccn1Cc1c(Cl)cccc1Cl,.,.,.,.,.,-4%,.
Cc1csc(-c2cnn(-c3ccccc3)c2NC(=O)c2cccc(F)c2)n1,.,.,.,.,.,-3%,.
Cc1ccc(NC2SC(=O)N(CC(=O)O)C2=O)cc1 (stereo not drawn),.,.,.,.,.,25%,.
CCCS(=O)(=O)N1CCN(CC2CC=CCC2)CC1 (stereo not drawn),.,.,.,.,.,5%,.

Going on with the list:
Under each structure: LYP phosphatase	Spn DPM-DC inh	Spn MK inh	PMK inhibit	Alkaline phosphatase	HT1080 viability	Bfl-1 displacement
Cc1cccnc1NC(=O)c1ccccc1NC(=O)C(C)(C)C
    .	.	.	.	.	-4%	.
O=C(Cn1nnc2ccccc21)N1CCCCC1
    .	.	.	.	.	-16%	.
O=C(c1ccc(F)cc1)C(CCCCCC(CN1CCOCC1)C(=O)c1ccc(F)cc1)CN1CCOCC1 (stereo not drawn)
    .	.	.	.	.	-6%	.
CCc1c2c(nc3ccccc13)OC(C)C2 (stereo not drawn)
    .	.	.	.	.	-2%	.
Nc1nnc(SCC(=O)NC23CC4CC(CC(C4)C2)C3)s1
    .	.	.	.	.	-2%	.
CCn1c(C(c2ccccc2)c2ccccc2)n[nH]c1=S
    .	.	.	.	.	-13%	.
CCNC(=O)c1sccc1-n1cccc1
    .	.	.	.	.	6%	.
C=CCSc1ncc(C#N)c(N)n1
    .	.	.	.	.	15%	.
Cc1c(C(=O)c2ccc(Cl)cc2Cl)cnc2cc3c(cc12)OCO3
    .	.	.	.	.	-1%	.
C=CCC(C)(NCc1ccccc1)c1ccco1 (stereo not drawn)
    .	.	.	.	.	10%	.
CCC(C)NC(=O)CSc1nc2c(sc(=S)n2Cc2ccco2)c(=O)n1-c1ccccc1 (stereo not drawn)
    .	.	.	.	.	3%	.
CCOC(=O)C1=C(CNCc2ccc(C)cc2)NC(=O)NC1c1cc(C)ccc1C (stereo not drawn)
    .	.	.	.	.	4%	.
CC1(C)CC(NC(=O)CC(c2ccccc2)c2ccccc2)CC(C)(C)N1
    .	.	.	.	.	-14%	.
COC(=O)c1cc(NC(=O)CC2NC3CCCCC3NC2=O)cc(C(=O)OC)c1 (stereo not drawn)
    .	.	.	.	.	7%	.
Cc1cc(-c2ccc(Cl)cc2)c(C#N)c(N)n1
    .	.	.	.	.	2%	.
S=C(NC1CCCCC1)N(CCc1nc2ccccc2[nH]1)C1CCCC1
    .	.	.	.	.	1%	.
Cc1ccc2[nH]c(=O)c(-c3nc4ccccn4c3NCc3ccco3)cc2c1
    .	.	.	.	.	-4%	.
CCCN1C(=O)SC(CC(=O)Nc2cccc3ccccc23)C1=O (stereo not drawn)
    .	.	.	.	.	2%	.
O=C(CCCCCCN1C(=O)c2ccccc2C1=O)N1CCC(c2ccccc2)C1 (stereo not drawn)
    .	.	.	.	.	9%	.
COC(=O)Nc1snnc1C
    .	.	.	.	.	-8%	.
O=[N+]([O-])c1ccc2cn[nH]c2c1
    8%	.	.	.	.	-7%	.
O=C(O)C[CH2][Ge](=[O])[O][Ge](=[O])[CH2]CC(=O)O
    24%	.	.	.	.	4%	.
CCOc1ccc(C(N)=O)cc1OC
    .	.	.	.	7%	-3%	-7%
CC(=O)NC(NC(C)=O)c1ccc(Br)cc1
    .	i	1	20	.	.	.
O=C1OCc2cccc3cccc1c23
    .	.	19	15	.	.	.
COC(=O)c1ccc(-c2nc(-c3ccc(Br)o3)no2)cc1
    .	i	2	0	.	.	.
CCOC(=O)c1[nH]c(C(=O)O)c(CCC(=O)OC)c1C
    .	i	3	17	.	.	.
CCSc1nnc(NC(=O)c2ccccc2)s1
    .	i	5	5	.	.	.
